High-throughput results (PubChem BioAssay)
TAAR1 agonist: agonists of human TAAR1; Q96RJ0; CHO RD-HGA16 TAAR1, Fluo-8 calcium fluorescence; vehicle wells 0%, saturating PEA agonist 100%; activation, % at 3 µM; 360,000 compounds, 0.99% hits;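 active = activation above the mean activation of all test compounds in the run plus 3 SD, cut at about 38% in these data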
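Repeats: no replicates (n 1) | Material: CHO-derived RD-HGA16 cells with stable Gα16 and human TAAR1 | Technique: Kinetic Fluo-8 calcium fluorescence | Schedule: 17-24 h seeding, 75 min 37 °C dye, 30 min RT | Evaluation: % activation from peak over basal fluorescence ratio, DMSO-to-PEA scaled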
V1R ag counter: counter-screen for oxytocin receptor agonists: human V1a receptor agonists. P37288. CHO-V1R cells, Fluo-8 calcium fluorescence, agonist mode; 0% DMSO, 100% 3 nM vasopressin. activation, % at 3 µM. 320,000 compounds, 0.25% hits;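 active = activation above the mean activation of all tested compounds plus 3 SD, per screening run, cut at about 20% in these data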;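 also: signal is peak over basal fluorescence ratio across a 100 second FLIPR read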
Target sequence (P37288 whole entry, looked up): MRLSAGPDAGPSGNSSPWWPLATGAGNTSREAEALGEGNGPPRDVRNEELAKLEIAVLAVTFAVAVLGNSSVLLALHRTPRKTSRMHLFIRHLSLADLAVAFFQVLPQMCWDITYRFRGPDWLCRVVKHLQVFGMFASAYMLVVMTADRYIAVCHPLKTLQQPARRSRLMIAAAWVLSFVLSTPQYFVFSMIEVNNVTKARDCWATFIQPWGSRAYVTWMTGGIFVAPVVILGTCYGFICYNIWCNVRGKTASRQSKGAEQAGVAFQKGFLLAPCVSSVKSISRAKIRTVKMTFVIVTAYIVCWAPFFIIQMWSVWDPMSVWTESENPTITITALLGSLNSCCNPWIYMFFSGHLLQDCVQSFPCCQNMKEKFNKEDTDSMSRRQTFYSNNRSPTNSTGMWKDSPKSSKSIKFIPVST
CHO parental Ca: counter-screen: ATP calcium response change in parental CHO cells. parental CHO-K1, ATP-induced calcium, Fluo-8 fluorescence. inhibition, % at 5.6 µM. 330,000 compounds, 0.63% hits. AID 463079;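 active = inhibition above that plate's mean sample inhibition plus 3 SD, cut at about 26% in these data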;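 also: 0% = ATP-challenged DMSO wells and 100% = DMSO wells without ATP; some compounds past the cut are filed as inactive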
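Assay system: untransfected parental CHO cell line. Also added: ATP agonist challenge. Dosing: one dose, 5.6 µM nominal. Measured by: Fluo-8 fluorescence. Read-out: % inhibition. Benchmarks: ATP wells versus no-ATP DMSO wells. Repeats: no replicates.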
CHRM1 antagonist: human CHRM1 antagonism. P11229. CHO-K1 hM1, Fluo-8 calcium fluorescence, ACh EC80 antagonist. inhibition, % at 3 µM. 360,000 compounds, 1.3% hits. AID 588852;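 active = percent inhibition above its own plate's cutoff, namely the mean of that plate's compound wells plus 3 SD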;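 also: peak over basal fluorescence ratio during 140 s after agonist addition; 0% = ACh EC80 plus DMSO and 100% = DMSO alone without agonist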
Target sequence (P11229 whole entry, looked up): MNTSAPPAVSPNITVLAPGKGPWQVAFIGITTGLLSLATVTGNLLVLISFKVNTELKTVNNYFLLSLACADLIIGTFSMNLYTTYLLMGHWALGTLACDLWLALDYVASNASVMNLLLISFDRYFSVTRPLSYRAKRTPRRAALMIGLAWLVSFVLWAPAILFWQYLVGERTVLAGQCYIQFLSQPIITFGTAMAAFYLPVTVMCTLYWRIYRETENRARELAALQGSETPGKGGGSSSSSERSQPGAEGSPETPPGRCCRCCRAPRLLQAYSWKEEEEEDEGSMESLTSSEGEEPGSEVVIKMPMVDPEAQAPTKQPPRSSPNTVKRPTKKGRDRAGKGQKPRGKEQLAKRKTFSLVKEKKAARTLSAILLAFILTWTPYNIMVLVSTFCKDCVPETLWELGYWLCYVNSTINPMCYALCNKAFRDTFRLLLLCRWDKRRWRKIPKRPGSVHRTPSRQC
OXTR potentiate: potentiates the human oxytocin receptor response. P30559. 320,000 compounds, 0.061% hits. CHO-OTR cells, Fluo-8 calcium fluorescence, potentiator mode; 0% = oxytocin EC15, 100% = EC100. activation, % at 3 µM;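 active = activation above that plate's cutoff, the mean activation of tested compounds plus 3 SD, cut at about 6.6% in these data, passing the limit was not always enough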;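 also: 100% uses oxytocin at 75 nM as the full agonist control; some results filed as inactive read as strong as hits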
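Dosing: Single dose, 3.0 µM nominal final compound concentration | Material: Human OTR in CHO cells | Technique: Kinetic Fluo-8 calcium fluorescence | Benchmarks: EC15 oxytocin alone as 0%, 75 nM oxytocin as 100% | Probe or stimulus: Oxytocin at about EC15, sub-maximal agonist stimulus | Incubation: Compound 6 min at room temperature before oxytocin, 100 s read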
TAAR1 antagonist: human TAAR1 antagonism. 360,000 compounds, 1.5% hits. CHO RD-HGA16 TAAR1, Fluo-8 calcium fluorescence, antagonist. AID 624466. Q96RJ0. inhibition, % at 3 µM;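 active = inhibition above a per-plate cutoff, the mean inhibition of test compounds on that plate plus 3 SD, cut at about 49% in these data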;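 also: 0% = DMSO plus EC80 beta-PEA response and 100% = DMSO alone without agonist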
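Test system – hTAAR1-expressing CHO RD-HGA16 cells, Gα16-coupled · Also added – β-PEA at EC80 concentration, post-compound challenge · Compound – 3 µM, single point · Incubation – dye loading 75 min at 37 °C, then 30 min room temperature · Measured by – Fluo-8 intracellular calcium dye fluorescence, real-time kinetic reads · Benchmarks – vehicle and agonist controls · Replicates – singlicate, one well per test compound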
M1 ag: human M1 muscarinic receptor agonism; P11229; CHO-K1 hM1, Fluo-8 calcium fluorescence, agonist mode; 0% DMSO, 100% acetylcholine EC100; activation, % at 3 µM; 360,000 compounds, 0.33% hits; AID 588814;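 active = activation above the run's mean compound activation plus 3 SD, cut at about 16% in these data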;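 also: peak over basal fluorescence ratio within a 140 s kinetic read after compound addition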
M1 PAM: human CHRM1 positive allosteric modulation; CHO-K1 hM1, Fluo-8 calcium fluorescence, ACh EC20; 0% = ACh EC20, 100% = maximal ACh; activation, % at 3 µM; 360,000 compounds, 0.088% hits; P11229; in the data active = activation above about 19%, passing the limit was not always enough
OXTR agonist: activates the human oxytocin receptor. CHO-OTR cells, Fluo-8 calcium fluorescence; normalized: DMSO 0%, oxytocin 100%. 320,000 compounds, 0.32% hits. activation, % at 3 µM;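 active = activation above the mean of all tested compounds plus 3 SD, cutoff set per screening run, cut at about 20% in these data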;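 also: peak over basal fluorescence ratio from a 100 s FLIPR kinetic read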
Active calls of the source: *; · = no result given.

The opening twelve entries, to show the layout:
SMILES	TAAR1 agonist	V1R ag counter	CHO parental Ca	CHRM1 antagonist	OXTR potentiate	TAAR1 antagonist	M1 ag	M1 PAM	OXTR agonist
O=C(O)CCN1C(=O)NC2(CCCC2)C1=O	3	-0.7	-2	0	-13	-12	-2	13	0.1
CC(C)N1CC(C(=O)Nc2ccccc2)CC1=O (stereo not drawn)	1	1.0	-19	-7	-3	-10	-4	2	0.4
Cc1ccnc(NC(=O)c2ccc(S(=O)(=O)c3ccccc3)cc2)c1	2	1.6	-10	-5	-8	9	-8	9	-0.9
CCCC(c1nnnn1CC1CCCO1)N1CCN(c2cc(Cl)ccc2C)CC1 (stereo not drawn)	9	-2.0	-30	-17	-13	-29	-3	8	-2.7
O=C(OCCOCn1cc(Br)c(=O)[nH]c1=O)c1ccccc1	-1	-0.2	-18	-17	-5	-16	-1	22	-0.6
COc1ccccc1N(C(=O)c1csnn1)C(C(=O)NC1CCCC1)c1ccccc1 (stereo not drawn)	1	-1.2	-10	-15	-7	-11	-6	15	-1.8
O=C(Cn1nc(Cc2ccncc2)c2ccccc2c1=O)N1CCN(C(=O)c2ccco2)CC1	1	0.2	4	-15	-8	-29	-3	9	0.5
Cc1c(C)c2ccc(OCC(=O)N[C@@H](Cc3c[nH]c4ccccc34)C(=O)O)cc2oc1=O	0	0.0	-9	-7	-1	-8	-2	2	0.3
CCNC(=O)C1(C)CCCN(C(=O)c2ccnc(Cl)c2)C1 (stereo not drawn)	18	·	·	-9	·	-30	-2	3	·
Cc1ccc(Nc2ncccc2C(N)=O)cc1	-1	0.2	3	-3	0	6	-6	10	-0.2
COc1ccc(-n2nc(C(=O)NCc3cc(OC)ccc3OC)c3c4ccccc4n(C)c3c2=O)cc1	5	0.1	-11	1	3	-3	-6	4	0.8
Cc1nc2sccn2c(=O)c1Cl	12	0.0	2	-18	-5	-5	-1	0	0.4

Results, from the first entry:
SMILES	TAAR1 agonist	V1R ag counter	CHO parental Ca	CHRM1 antagonist	OXTR potentiate	TAAR1 antagonist	M1 ag	M1 PAM	OXTR agonist
O=C(O)CCN1C(=O)NC2(CCCC2)C1=O	3	-0.7	-2	0	-13	-12	-2	13	0.1
CC(C)N1CC(C(=O)Nc2ccccc2)CC1=O (stereo not drawn)	1	1.0	-19	-7	-3	-10	-4	2	0.4
Cc1ccnc(NC(=O)c2ccc(S(=O)(=O)c3ccccc3)cc2)c1	2	1.6	-10	-5	-8	9	-8	9	-0.9
CCCC(c1nnnn1CC1CCCO1)N1CCN(c2cc(Cl)ccc2C)CC1 (stereo not drawn)	9	-2.0	-30	-17	-13	-29	-3	8	-2.7
O=C(OCCOCn1cc(Br)c(=O)[nH]c1=O)c1ccccc1	-1	-0.2	-18	-17	-5	-16	-1	22	-0.6
COc1ccccc1N(C(=O)c1csnn1)C(C(=O)NC1CCCC1)c1ccccc1 (stereo not drawn)	1	-1.2	-10	-15	-7	-11	-6	15	-1.8
O=C(Cn1nc(Cc2ccncc2)c2ccccc2c1=O)N1CCN(C(=O)c2ccco2)CC1	1	0.2	4	-15	-8	-29	-3	9	0.5
Cc1c(C)c2ccc(OCC(=O)N[C@@H](Cc3c[nH]c4ccccc34)C(=O)O)cc2oc1=O	0	0.0	-9	-7	-1	-8	-2	2	0.3
CCNC(=O)C1(C)CCCN(C(=O)c2ccnc(Cl)c2)C1 (stereo not drawn)	18	·	·	-9	·	-30	-2	3	·
Cc1ccc(Nc2ncccc2C(N)=O)cc1	-1	0.2	3	-3	0	6	-6	10	-0.2
COc1ccc(-n2nc(C(=O)NCc3cc(OC)ccc3OC)c3c4ccccc4n(C)c3c2=O)cc1	5	0.1	-11	1	3	-3	-6	4	0.8
Cc1nc2sccn2c(=O)c1Cl	12	0.0	2	-18	-5	-5	-1	0	0.4
CC(=O)c1c(C)[nH]c(C(=O)COC(=O)CCOc2ccc(C)cc2)c1C	5	5.0	-20	0	-20	-5	1	-4	4.4
CC(C(=O)OCC(=O)Nc1ccc(S(N)(=O)=O)cc1)N1C(=O)c2ccccc2C1=O (stereo not drawn)	2	0.7	-5	-5	-2	6	1	-1	1.8
COc1ccc(-c2c(C#N)c(N)nc3c2CCCC3)cc1OC	21	-0.9	-7	-1	3	12	3	12	-1.9
Cn1c(/C=N/O)nc2ccccc21	1	-0.2	-4	-16	-3	-13	-4	10	0.2
O=C(NCc1ccc(Cl)cc1)C(=O)NCC(c1ccco1)N1CCOCC1 (stereo not drawn)	2	2.0	-5	-7	-3	-3	-7	5	3.7
CC(C)c1ccc(NC2CCCN(C(=O)c3ccoc3)C2)cc1 (stereo not drawn)	1	1.5	-15	-3	1	-24	-3	3	0.4
CCc1noc(C)c1C(=O)Nc1cc(S(=O)(=O)N2CCOCC2)ccc1OCC(F)(F)F	5	-0.5	-22	-2	4	-7	-3	7	-2.0
CC(=O)c1ccc(OC(=O)Oc2ccc(C(C)=O)cc2)cc1	3	·	·	-11	·	0	-3	4	·
Nc1ccc(C(=O)Oc2ccc([N+](=O)[O-])cc2)c(O)c1	·	2.0	5	·	-10	·	·	·	1.9
CCn1cc(C(=O)NCC(=O)NC(C)(C)CO)c(=O)c2cc3c(cc21)OCO3	2	·	·	-16	·	-22	-3	8	·
CNc1oc(-c2cccc3ccccc23)nc1C#N	-2	0.1	-15	-6	-7	14	-3	5	-0.1
O=C1CC(N2CCN(c3ccc(F)cc3)CC2)C(=O)N1c1ccccc1 (stereo not drawn)	8	1.2	-2	-5	3	-3	-2	7	2.0
O=C(Cc1cc(=O)[nH]c(=O)[nH]1)NCc1ccc(Cl)cc1	1	1.4	-1	1	-10	-18	-5	2	-1.4
SMILES	TAAR1 agonist	V1R ag counter	CHO parental Ca	CHRM1 antagonist	OXTR potentiate	TAAR1 antagonist	M1 ag	M1 PAM	OXTR agonist
CS/C(=N/S(=O)(=O)c1ccc(C)cc1)c1ccccc1	-4	0.0	4	-4	-14	11	-3	8	-0.9
O=C1/C(=C/c2cccnc2)Oc2cc(OS(=O)(=O)c3ccccc3)ccc21	·	3.0	-2	16	-10	·	-1	-5	4.1
CC(O)c1nc2cc([N+](=O)[O-])ccc2n1Cc1ccccc1 (stereo not drawn)	6	1.1	-14	-2	0	-12	1	3	1.7
Cc1cc(C(=O)Nc2c(C)n(C)n(-c3ccccc3)c2=O)c(C)o1	0	0.8	-6	-2	-5	3	-4	-3	-1.1
CC(=O)c1ccc(-c2cccc(-c3nc4ccccn4c3NC3CCCCC3)c2)cc1	12	-0.5	-23	26	-8	59*	-4	-10	-2.2
Cc1cccc(Cn2cnc3ccccc32)c1	2	-0.2	-15	-36	1	2	1	9	-0.1
O=C(N/N=C/c1ccccn1)c1ccc(N/N=C/c2ccccn2)cc1	1	-0.4	-14	-3	1	4	-4	7	-0.7
CCC1CCCCN1C(=O)Cn1c(=O)n(CCC(=O)NCc2ccco2)c(=O)c2sccc21 (stereo not drawn)	3	-0.4	-15	-4	2	5	-6	6	-0.1
CC(C)(C)c1ccc(OCC(=O)N2CCCCCC2)c(Br)c1	1	-0.1	9	-3	-25	18	-4	1	-2.8
CCCC(C(=O)NCC1CCCO1)N(C(=O)CNS(=O)(=O)c1ccccc1)c1ccc(F)cc1 (stereo not drawn)	4	-0.3	-11	-1	1	-13	-3	7	0.7
Cc1cc(NC(=O)CSCC(=O)OCc2nnc(-c3ccc(F)cc3)o2)no1	1	-0.1	-10	-6	-2	-2	-1	9	0.8
Cn1cnc([N+](=O)[O-])c1Sc1nc(N)nc2c1ncn2Cc1ccccc1	1	·	·	8	·	-7	-1	3	·
C/C(=N/NC(=O)CSc1nc2ccccc2s1)c1ccncc1	5	3.6	-9	-6	-9	9	-2	4	0.6
CCc1ccc(-n2c(SCC(=O)Nc3cccc(S(=O)(=O)NC4=NCCCCC4)c3)nc3ccccc3c2=O)cc1	4	0.6	-2	-6	0	0	-1	8	-0.4
O=C(O)CCN1C(=O)/C(=C\c2cccc(OCC(=O)Nc3ccc(Cl)cc3)c2)SC1=S	6	2.4	-1	-2	-1	19	-1	2	0.7
CC(=C\c1ccccc1)/C=C1/SC(=S)N(CCCC(=O)O)C1=O	3	·	·	4	·	-16	-4	0	·
CC(=O)Nc1ncc(Cc2cccc(Cl)c2)s1	3	1.1	-16	5	-6	12	-6	1	0.4
CCc1ccc(-c2csc(-c3c[nH]c4ccccc34)n2)cc1	1	-0.4	-5	1	-6	-17	-7	-5	0.0
O=C1c2ccccc2C(=O)N1c1ccc(Cc2ccncc2)cc1	7	7.2	8	12	-18	-14	-1	-10	8.2
CCN1CCN(c2nc3ccccc3nc2C(C#N)C(=O)OC2CCCCC2)CC1 (stereo not drawn)	7	·	·	6	·	5	-5	-1	·
Cc1cc(C)c(S(=O)(=O)N2CCc3ccccc32)c(C)c1	1	-0.6	12	5	-12	35	-4	0	-2.3
CCOCC(=O)NCc1ccc2c(c1)OCO2	-2	0.7	-1	-8	1	4	-2	6	0.3
CCN(CC)c1ccc(NC(=O)c2ccccc2F)cc1S(=O)(=O)Nc1ccccc1OC	-1	-0.3	6	-3	-7	-20	-3	3	-0.7
NS(=O)(=O)c1ccc(CCNC(=S)NC(=O)c2ccccc2Br)cc1	3	8.1	-12	5	-7	16	-5	-8	6.9
Cc1cc(NC(=O)CSc2nnc(C)c(=O)n2N)no1	3	-1.3	1	-4	-14	-5	-5	4	-0.6
CCCN1CCN(C(=O)C(NC(=O)c2ccco2)C(C)C)CC1 (stereo not drawn)	0	0.7	-4	-9	-1	-10	-5	19	0.3
O=C(NC1CCCCC1)N1CCCCCC1	11	0.3	1	-33	9	-15	-4	19	0.3
